# PI5P4Ka inh: PI5P4K alpha (human) kinase inhibition; P48426; PI5P4Kalpha enzyme, ADP-Glo luminescence, 60 min; stronger effect = lower value; max response, %; 1.2% of 330,000 active; AID 652105; active = max response of -50% or lower; inconclusive = between -30% and -50%; inactive = -30% or higher; note: value at the top dose of about 77 µM; % is set by controls: 0 for no effect and ±100 for the full control effect
#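 Compounds were pin-transferred onto PI5P4Kalpha and substrate in HEPES pH 7.4 buffer with EGTA, CHAPS and 5% DMSO. ATP (5 microM final) started the reaction, which ran 60 minutes at room temperature before ADP-Glo detection.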
# CCT modulator: cytosolic chaperonin activity modulation | AID 651819 | purified chaperonin ATPase assay, HTRF ADP detection, 30 min | activity change, % (concentration not given with the values), hits read low | 0.3% of 360,000 active; in the data active = activity change below about -30%; note: % is set by controls: 0 for no effect and ±100 for the full control effect
#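 Enzyme 40 or 20 nM (batch-dependent) in Tris pH 7.4/KCl/MgCl2/DTT; cpd 76 uM single point; ATP 10 uM; 30 min 37 °C; Transcreener ADP HTRF detection, 30 min RT; ratio 665/615.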
# EPAC1 antag: blocks human EPAC1 exchange factor; O95398; EPAC1 GEF assay, Rap1b-BODIPY-GDP exchange fluorescence; 0.14% of 360,000 active; Potency, µM (series often up to 115 µM), for inactives: at the highest dose activity change, negative = inhibition, actives largely listed as inhibitors;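 note: potency is the fitted concentration of half-maximal effect; plate controls were vehicle for no effect and positive control for full effect; nearly all actives have a fitted effect of over 50% in size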
# PLK1 PBD inh: PLK1 (human) polo-box domain binding inhibition. Plk1 PBD binding of FITC phosphopeptide, fluorescence polarization. P53350. AID 720504. 2.8% of 360,000 active. Potency, µM, without a hit: max response, negative = inhibition, usual class: inhibitors; note: potency is the fitted concentration of half-maximal effect; series mostly up to about 57 µM; % is set by controls: 0 for no effect and ±100 for the full control effect; nearly all actives have a fitted effect of over 65% in size
# Mm-Cpn inhibitor: inhibitors of Methanococcus maripaludis chaperonin (MmCpn); purified Mm-Cpn ATPase, ADP Transcreener TR-FRET; Potency, µM (top dose mostly 76.9 µM), inactives show top-dose activity, negative = inhibition, actives largely listed as inhibitors; 0.031% of 330,000 active; note: potency is the fitted concentration of half-maximal effect; % is set by controls: 0 for no effect and ±100 for the full control effect; nearly all actives have a fitted effect of over 80% in size
#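 Inhibition of chaperonin ATP hydrolysis is measured as reduced ADP production, detected by competitive TR-FRET in which signal falls with ADP. Final enzyme 25 nM and ATP 10 uM, reacted 30 min at 37°C.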
# EPAC2 antag: blocks human EPAC2 exchange factor; Q8WZA2; EPAC2 GEF exchange of Rap1B-BODIPY-GDP, fluorescence; Potency, µM (titrated, usually from 114 µM), for the others: at the highest dose activity, negative = inhibition, most hits filed as inhibitors; 0.18% of 360,000 active; note: potency is the fitted concentration of half-maximal effect; % is set by controls: 0 for no effect and ±100 for the full control effect; nearly all actives have a fitted effect of over 45% in size; many of its hits are not listed in these tables
# Target sequence (Q8WZA2 whole entry, looked up): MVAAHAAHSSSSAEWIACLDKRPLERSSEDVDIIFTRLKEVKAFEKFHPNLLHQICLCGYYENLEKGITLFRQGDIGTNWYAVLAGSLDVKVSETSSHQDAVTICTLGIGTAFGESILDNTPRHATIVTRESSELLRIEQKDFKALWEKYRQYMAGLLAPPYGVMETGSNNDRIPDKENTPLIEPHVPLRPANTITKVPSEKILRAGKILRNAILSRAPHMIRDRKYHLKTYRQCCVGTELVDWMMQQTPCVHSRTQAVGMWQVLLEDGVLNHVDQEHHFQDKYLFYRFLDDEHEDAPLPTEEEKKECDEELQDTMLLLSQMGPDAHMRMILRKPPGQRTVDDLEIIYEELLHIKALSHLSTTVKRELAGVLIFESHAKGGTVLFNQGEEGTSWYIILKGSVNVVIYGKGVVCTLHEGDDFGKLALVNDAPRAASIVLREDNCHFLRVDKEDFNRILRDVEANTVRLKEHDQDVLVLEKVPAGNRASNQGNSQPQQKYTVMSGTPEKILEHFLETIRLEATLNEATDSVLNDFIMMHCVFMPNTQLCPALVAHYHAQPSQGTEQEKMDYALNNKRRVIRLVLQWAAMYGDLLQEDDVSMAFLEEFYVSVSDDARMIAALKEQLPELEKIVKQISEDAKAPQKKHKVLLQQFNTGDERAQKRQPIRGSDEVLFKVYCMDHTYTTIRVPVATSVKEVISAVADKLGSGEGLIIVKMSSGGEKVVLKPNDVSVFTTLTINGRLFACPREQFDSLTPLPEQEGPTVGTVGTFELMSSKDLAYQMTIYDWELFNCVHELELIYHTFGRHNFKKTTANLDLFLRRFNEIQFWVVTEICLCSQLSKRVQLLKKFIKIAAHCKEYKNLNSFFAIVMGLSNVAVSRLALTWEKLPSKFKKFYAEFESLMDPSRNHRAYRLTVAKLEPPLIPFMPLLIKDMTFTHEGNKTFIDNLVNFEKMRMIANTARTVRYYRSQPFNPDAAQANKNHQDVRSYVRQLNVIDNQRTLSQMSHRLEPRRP
# EPAC1 ag: EPAC1 (human) agonism; O95398; EPAC1 agonist qHTS, biochemical assay; response scale: 100% = response to 6.5 mM cAMP; Potency, µM (doses to about 154 µM), inactives show top-dose activation, actives largely listed as activators; 0.073% of 360,000 active; note: potency is the fitted concentration of half-maximal effect; nearly all actives have a fitted effect of over 60% in size
#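 EPAC1 100 nM, Rap1B–BODIPY-GDP 250 nM, unlabeled GDP 50 uM; compound titration; 5 min RT; kinetic read ex480/em540 at 5-min intervals ×30 min; data normalized to 6.5 mM cAMP agonist control.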
# WRN helicase inh: blocks human WRN helicase | WRN helicase unwinding, fluorescent forked duplex, kinetic | Potency, µM (titrated, usually from 114 µM), inactives show at the top dose activity change, negative = inhibition, actives largely listed as inhibitors | 0.46% of 360,000 active | AID 651768; note: potency is the fitted concentration of half-maximal effect; % is set by controls: 0 for no effect and ±100 for the full control effect; nearly all actives have a fitted effect of over 55% in size
#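 WRN at 20 nM final was preincubated with compound for 15 min at room temperature; reaction started with 100 nM forked duplex oligonucleotide carrying fluorophore and quencher plus 2 mM ATP (final). Unwinding followed kinetically by red fluorescence (ex 525/em 598 nm).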
# Active calls of the source: *; ? = inconclusive; . = no result given; [ ] = dose if it differs, or a comment. Unless noted, calls come from the whole dose curve; as a rule, active = well fitted curve in the direction sought with a large enough effect; inconclusive = small, poorly fitted or top-dose-only effect, or another doubt; inactive = no such curve, though single readings can be large; an effect the other way counts as inactive or inconclusive.
SMILES,PI5P4Ka inh,CCT modulator,EPAC1 antag,PLK1 PBD inh,Mm-Cpn inhibitor,EPAC2 antag,EPAC1 ag,WRN helicase inh
Cc1ccc(CNC(=O)OC2CC3CC2[C@H]2CCCCN2C3=O)cc1 (stereo not given in full),-5,-3.0,-10%,-14%,.,8%,1%,5%
CC1CCC2(CC1)NC(=O)N(CC(=O)Nc1ccc(C(N)=O)cc1)C2=O (stereo not given),-2,3.1,8%,-4%,2%,4%,11%,-3%
CCC(C)NC(=O)COCc1cc(-c2ccc3c(c2)OCO3)on1 (stereo not given),6,0.7,5%,-2%,-1%,-3%,10%,-1%
COC(=O)COc1ccc(/C=N/NC(=O)c2ccc(N(Cc3ccccc3)S(C)(=O)=O)cc2)cc1,-7,1.1,-24%,-7%,0%,0%,2%,?
OC(c1ccc(F)c(F)c1)c1nc(-c2cc(F)cc(F)c2)cs1 (stereo not given),28,-0.7,-18%,7%,.,-20%,-3%,-10%
Cc1cccc(OCC(=O)OC2CCN(C)CC2)c1,4,-0.4,-12%,-4%,2%,12%,-8%,9%
NC(=O)C1(Nc2ccc(-c3ccc(Br)cc3)cc2)CCCC1,18,1.5,?,-7%,.,-11%,-3%,-8%
O=C(Nc1ncccn1)C1CCCCC1,-3,-0.5,-2%,4%,1%,-2%,1%,3%
Cc1ccc(-n2c(SCC(=O)NC3CCCCC3)nc3c(c2=O)SCC3)cc1,-4,-0.7,-3%,1%,1%,-6%,-5%,2%
CN1CCN(S(=O)(=O)c2cccc(C(=O)N(c3ccccn3)C3CCCCC3)c2)CC1,6,1.0,-14%,-1%,0%,-2%,1%,-3%
Cc1ccc(S(=O)(=O)c2ccccc2)cc1S(=O)(=O)N1CCOCC1,0,-1.0,4%,-3%,-2%,-1%,8%,3%
CC(C)(C)NC(=O)CSc1nnc(C2CC2)n1-c1ccccc1,-9,-5.6,27%,?,1%,17%,-1%,7%
O=C(c1cnn2c(C(F)(F)F)cc(-c3ccc4c(c3)OCO4)nc12)N1CCCC1,.,1.5,9%,-1%,0%,3%,-5%,8%
COc1ccc(OC)c(NC(=O)c2cc(-c3c(C)cc(C)cc3O)n[nH]2)c1,-4,-1.1,4%,-2%,-4%,5%,-12%,2%
COc1ccc(Cn2nnnc2C(c2cccs2)N2CCN(c3ccccc3)CC2)cc1 (stereo not given),.,1.4,10%,0%,0%,-7%,7%,-9%
O=C(NNC(=O)c1ccccc1Cl)c1ccc2c(c1)OCCO2,10,-2.7,-16%,-2%,1%,9%,8%,1%
COc1cccc(NC(=S)NCCN2CCOCC2)c1,-4,-1.5,-19%,-19%,3%,6%,4%,9%
CCO[C@H]1OC(C(=O)Nc2ccccc2)=C[C@@H](C2CC2)[C@@H]1CCCO,-8,-1.8,-1%,3%,.,16%,-6%,9%
COC(C/C=C/[C@@H](O)[C@H](C)OCc1ccccc1)OC,1,0.9,-11%,10%,.,9%,-1%,4%
O=C(C1CC1)N(Cc1nc2ccccc2c(=O)[nH]1)Cc1cccs1,?,-4.9,1%,15µM*,0%,-3%,-1%,6%
Cc1cn(C(C)C)c(=O)n(-c2ccccc2)c1=O,2,-3.1,-22%,-4%,.,11%,-1%,3%
COc1ccc(CC(=O)OC(C)C(=O)NCc2ccc3c(c2)OCO3)cc1OC (stereo not given),1,0.7,2%,5%,-2%,0%,2%,-1%
Cc1ccc(-c2csc(C(O)c3cccc(Cl)c3)n2)cc1C (stereo not given),35,-1.9,-17%,4%,.,-12%,-9%,-3%
COc1cc2c(cc1OC)C(c1ccc(C)cc1)NC(=O)C2 (stereo not given),4,-0.7,-15%,-5%,1%,-4%,1%,2%
O=C(CN1C(=O)S/C(=C\c2ccccn2)C1=O)Nc1ccc(F)cc1,-3,-0.3,4%,1%,-1%,6%,6%,3%
O=C(COc1ccccc1Cl)Nc1ccc(N2CCCC2)cc1,-9,-1.1,16%,-15%,-4%,-2%,14%,-1%
COc1cc(C2c3[nH]c4ccccc4c3CC3COC(=O)N32)cc(OC)c1O (stereo not given),-9,-9.3,0%,-9%,.,4%,-4%,7%
CC(C)=NOc1nc(N(C)C)nc(N2CCOCC2)n1,-8,-2.0,-21%,30µM*,1%,13%,-6%,-19%
Fc1ccc(-n2cc(CNCCc3cccnc3)c(-c3ccccc3Cl)n2)cc1,-1,1.2,-2%,-8%,0%,-4%,9%,0%
Cn1c(=NC(=O)c2cccc([N+](=O)[O-])c2)sc2ccccc21,-3,-0.1,-6%,-11%,2%,-1%,7%,6%
CC(C)CC(N)c1csc(NC(=O)Nc2ccccc2C(C)C)n1 (stereo not given),4,0.5,5%,-5%,.,-2%,2%,-1%
O=S(=O)(NC1CC1)c1ccc(Cl)cc1,8,-1.1,3%,-12%,-4%,27%,-5%,-1%
N/C(=N\c1nc2ccccc2o1)NC(=O)c1cccc(Br)c1,0,1.0,0%,1%,4%,4%,-3%,1%
Cc1nc2c(Cl)cccc2c2c1CC(CBr)O2 (stereo not given),3,1.9,11%,0%,1%,-9%,3%,-1%
COc1ccc(N2CCN(S(=O)(=O)CCNC(=O)c3cccs3)CC2)cc1,8,-1.4,-8%,-5%,-1%,-1%,1%,-15%
Cc1ccc(-c2c(=O)n(O)c3ccccc3[n+]2[O-])cc1,0,-0.9,2%,-14%,-1%,6%,4%,8%
Cc1nc(N2CCOCC2)nc(N2CCC(C)CC2)c1[N+](=O)[O-],-1,-0.7,-13%,-4%,-2%,-16%,7%,-6%
CC(=O)Nc1ccc(NC(=S)NC(=O)c2cc3ccccc3o2)cc1,0,1.1,-1%,-5%,0%,-2%,0%,-7%
Cc1cc(C(=O)NCc2ccco2)sc1C,1,-1.1,7%,-4%,0%,-7%,-8%,3%
O=C(COc1ccc(F)cc1)NCC1(N2CCOCC2)CCCCC1,-7,0.9,14%,7%,0%,2%,4%,0%
NC(=O)NNC1=Nc2cccc3cccc1c23,1,3.4,-8%,-8%,-17%,-4%,-1%,-4%
COc1ccc(OCC(=O)NCc2cccnc2)cc1,-3,-0.3,14%,-5%,0%,14%,2%,5%
Clc1c(CSc2nc3ccccc3o2)nc2ccccn12,1,1.0,-6%,?,-1%,?,11%,-5%
O=C(NCc1ccccn1)c1ccc2ccccc2n1,9,-1.0,-7%,6%,-1%,-27%,-8%,1%
O=C(COc1ccc(Cl)cc1)Nc1nnc(-c2ccc3c(c2)CCCC3)o1,-4,-1.0,-10%,-7%,4%,1%,-8%,5%
Cc1cc(F)ccc1S(=O)(=O)NCC1CC2CCC1C2 (stereo not given),-3,2.2,8%,2%,2%,-27%,-3%,-9%
CCOC(=O)c1c(C)c(C(=O)NCc2cccs2)c(C)n1CC,.,1.4,0%,-3%,-3%,-6%,-3%,0%
CC1(c2ccc(Cl)cc2)NC(=O)N(CC(=O)N2CCc3ccccc32)C1=O (stereo not given),-1,-1.1,8%,-5%,-1%,-8%,-7%,4%
Cn1c(=O)n(Cc2ccccc2)c(=O)c2c1nc1n2CCS1,5,-1.4,3%,-4%,-2%,-4%,8%,9%
Cc1ccccc1CC1(CO)CCCN(C(=O)c2ccc3ncccc3c2)C1 (stereo not given),?,-1.3,10%,2.7µM*,-1%,5%,11%,?
O=C(Cn1cccn1)N1CCCC(N2CCN(c3cccc(C(F)(F)F)c3)CC2)C1 (stereo not given),-3,1.7,11%,1%,-2%,10%,2%,-6%
COc1ccc(C2CC(=O)C(CS(=O)(=O)c3ccccc3)C(=O)C2)cc1 (stereo not given),?,0.7,8%,?,0%,-8%,-9%,-2%[57.1 µM]
O=C(CN1CCCCCC1)Nc1cccc(Br)c1,0,-1.4,19%,-6%,2%,15%[57.1 µM],3%,16%
CCOC(=O)C1(Cc2cccc(OC)c2)CCN(C(C)COC)CC1 (stereo not given),1,-3.2,17%,-13%,3%,-10%,11%,-8%
CC(C)(C)NC(=O)N1CCCN(c2ccc(C(F)(F)F)cn2)CC1,-5,-0.2,-15%,-8%,2%,-2%,-7%,2%
CC(C)OC(=O)CN1CCN(c2ccc(Cl)cc2)CC1,3,-3.2,-7%,-14%,3%,4%,-3%,11%
CCOC(=O)C1CCN(C(=O)C2CCN(S(=O)(=O)c3ccc4c(c3)CC(C)N4C(C)=O)CC2)CC1 (stereo not given),-2,0.3,-5%,-5%,1%,7%,-1%,6%
COc1ccc(NC(=O)CC2SC(N3CCCCC3)=NC2=O)cc1OC (stereo not given),-1,1.9,?,5%,-2%,-14%,-9%,2%
O=C(COC(=O)COc1ccccc1[N+](=O)[O-])NC1CCCCC1,-4,1.2,-6%,7%,-1%,4%,-6%,6%
CC(C)NC(=O)c1ccccc1NC(=O)C1CCCO1 (stereo not given),.,-4.0,8%,0%,2%,15%,0%,-2%
# Next entries:
SMILES,PI5P4Ka inh,CCT modulator,EPAC1 antag,PLK1 PBD inh,Mm-Cpn inhibitor,EPAC2 antag,EPAC1 ag,WRN helicase inh
Cc1ccc(NC(=O)CCCCCNS(=O)(=O)c2ccc(C)cc2)cc1,5,-1.0,-6%,-14%,2%,-2%,4%,1%
CCn1c(O)c(/C=N/N=C/c2ccccc2)c2ccc(C3=NNC(=O)CC3)cc21,0,-4.1,114%[activator],-2%,0%,87%[activator],-549%[inhibitor],-9%
CC(C)N(c1ccccc1)c1ccc(NC(=O)[C@@H]2O[C@H](CO)[C@@H](O)[C@H]2O)cc1,1,1.9,-9%,-3%,.,5%,5%,-6%
Cc1nn(CC(=O)Nc2ccc(C#N)cc2)c(C)c1[N+](=O)[O-],1,0.4,2%,1%,0%,-10%,-7%,-3%
COC(=O)CSc1nnc(-c2cccnc2)o1,0,0.3,-3%,-4%,-4%,-3%,1%,0%

# Structures listed so far that contain a nitro group on carbon:
SMILES,PI5P4Ka inh,CCT modulator,EPAC1 antag,PLK1 PBD inh,Mm-Cpn inhibitor,EPAC2 antag,EPAC1 ag,WRN helicase inh
Cn1c(=NC(=O)c2cccc([N+](=O)[O-])c2)sc2ccccc21,-3,-0.1,-6%,-11%,2%,-1%,7%,6%
Cc1nc(N2CCOCC2)nc(N2CCC(C)CC2)c1[N+](=O)[O-],-1,-0.7,-13%,-4%,-2%,-16%,7%,-6%
O=C(COC(=O)COc1ccccc1[N+](=O)[O-])NC1CCCCC1,-4,1.2,-6%,7%,-1%,4%,-6%,6%
Cc1nn(CC(=O)Nc2ccc(C#N)cc2)c(C)c1[N+](=O)[O-],1,0.4,2%,1%,0%,-10%,-7%,-3%

# An excerpt; rates above refer to the full screens.
